Assay outcomes deposited in PubChem BioAssay by Broad Institute.
esBAF inh: inhibitors of esBAF chromatin remodeling in mouse ES cells; reporter increase, % at 12.5 µM; Bmi1-luciferase knock-in reporter, 24 h; 100% = twice the neutral-well signal; AID 602393; actives 2% (n = 350,000); in the data active means activation above about 40%; inconclusive means no clear call, values can overlap the other calls;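 further: 0% = median of the plate's neutral control wells and 100% = double that signal; a rise in the Bmi1 reporter signal indicates esBAF inhibition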
E-sel inducer: induces E-selectin expression in human endothelial cells. P16581. actives 0.37% (n = 260,000). activation, % at 7.58 µM. HUVEC E-selectin immunofluorescence imaging; normalized: neutral wells 0, TNF-alpha wells 100;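 active means mean E-selectin-positive cell signal at least 10% of the positive control, reached in at least 60% of replicates, without over 20% cell loss; inconclusive means no rule given, readout overlaps actives, possibly toxicity-flagged; inactive means the rest, including those meeting only one limit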;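 further: in these data hits start at about 27%; measured in HUVEC primary endothelial cells; signal is the percent of cells scored E-selectin positive by PE staining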
Target sequence (P16581 whole entry, looked up): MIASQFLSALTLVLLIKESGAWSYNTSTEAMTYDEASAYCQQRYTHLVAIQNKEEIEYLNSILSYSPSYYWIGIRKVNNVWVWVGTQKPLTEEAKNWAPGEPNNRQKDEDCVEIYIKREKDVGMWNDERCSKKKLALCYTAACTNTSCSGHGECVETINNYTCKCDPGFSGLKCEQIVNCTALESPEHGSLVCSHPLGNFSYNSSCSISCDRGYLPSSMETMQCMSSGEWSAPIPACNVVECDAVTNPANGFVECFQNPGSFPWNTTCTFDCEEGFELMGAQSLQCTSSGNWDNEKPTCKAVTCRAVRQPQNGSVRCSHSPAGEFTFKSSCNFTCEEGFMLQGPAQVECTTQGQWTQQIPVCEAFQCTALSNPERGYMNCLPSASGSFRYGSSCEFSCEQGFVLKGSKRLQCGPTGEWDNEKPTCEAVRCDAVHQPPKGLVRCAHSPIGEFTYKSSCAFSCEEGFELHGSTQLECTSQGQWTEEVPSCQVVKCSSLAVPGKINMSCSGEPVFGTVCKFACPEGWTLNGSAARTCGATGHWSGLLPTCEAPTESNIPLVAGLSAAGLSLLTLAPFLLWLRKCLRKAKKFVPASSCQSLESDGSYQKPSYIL
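Assay system: HUVEC primary endothelial cells. Input: 3,000 HUVEC seeded per well. Doses: one compound dose added by pin transfer. Read-out basis: % PE-positive cells. Benchmarks: TNF-alpha high, DMSO low. Detection: immunofluorescence imaging. Buffer or medium: EGM-2, gelatin.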
FN deposition inh: fibronectin deposition inhibition; AH1F fibroblasts, Alexa488-fibronectin deposition fluorescence, overnight; inhibition, % at 12.6 µM; actives 0.086% (n = 350,000);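 active means mean inhibition across replicates of 30% or more, regardless of how many single replicates reach that level; inconclusive means mean under 30% yet at least half of replicates reach 30%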;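 further: positive control wells lacked labelled fibronectin entirely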
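Test system: AH1F fibroblast monolayer depositing Alexa488-labelled fibronectin into matrix. Input: 10000 cells per well. Technique: fluorescence, ex 485 nm, em 525 nm. Buffer or medium: DMEM plus 2% serum, read in PBS. Timing: 1 h cell adhesion before compound, then overnight fibronectin incubation. Compound: single dose, pinned. Read-out basis: inhibition from reduced deposited-fibronectin fluorescence.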
EWS-Fli block: inhibitors of EWS/Fli oncoprotein transcriptional activity; A673 NR0B1-luciferase reporter, viability-normalised; inhibition, % at 12.6 µM; actives 0.67% (n = 350,000); AID 651661;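 active means mean inhibition of at least 50% after viability correction, with every replicate also passing that limit; inconclusive means mean reaches 50% but only one of two replicates passes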;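 further: firefly luciferase signal divided by Alamar Blue viability fluorescence both relative to DMSO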
RAD54 branch: inhibitors of human RAD54 branch migration. Q92698. RAD54 Holliday junction branch migration, FAM/BHQ fluorescence. inhibition, % at 10.4 µM. actives 0.14% (n = 360,000). AID 602329;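 active means mean normalized replicate activity at least 40 and at least half of replicates scoring 40 or more; inconclusive means only one of the two criteria met; inactive means mean below 40 and under half of replicates reaching 40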;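 further: 0% = median of neutral control wells and 100% = median of positive control wells; inhibitors cause a drop in the FAM fluorescence signal; in these data hits start at about 50%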
XiGFP reactiv: X-chromosome reactivation activator | XiGFP mouse fibroblasts, % GFP-positive cells imaging, 3 d; cells co-treated with 5-aza-dC sensitizer; scaled so ellipticine positive control = 100% | activation, % at 7.58 µM | actives 0.055% (n = 360,000);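 active means mean normalized replicate activation at least 10% and every replicate at or above 10%; inconclusive means only one of the two criteria met; inactive means mean below 10% and not all replicates reach 10%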;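 further: 0% = median of on-plate neutral control wells and 100% = ellipticine 6 µM median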
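System: SV40-immortalized XiGFP fibroblast cells, line 68-5-11 / Incubation: 3-day compound exposure, then 15 min fixation at room temperature / Compound: single concentration per compound, delivered by pin transfer / Buffer or medium: DMEM plus 5-aza-dC sensitizer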
RAD52 anneal inh: blocks human RAD52 DNA annealing; P43351; recombinant RAD52 DNA annealing, FRET fluorescence; inhibition, % at 18.7 µM; actives 0.46% (n = 360,000); AID 651710;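 active means every replicate showing at least 50% inhibition; inconclusive means mean inhibition at least 50% but not in every replicate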
Target sequence (P43351 whole entry, looked up): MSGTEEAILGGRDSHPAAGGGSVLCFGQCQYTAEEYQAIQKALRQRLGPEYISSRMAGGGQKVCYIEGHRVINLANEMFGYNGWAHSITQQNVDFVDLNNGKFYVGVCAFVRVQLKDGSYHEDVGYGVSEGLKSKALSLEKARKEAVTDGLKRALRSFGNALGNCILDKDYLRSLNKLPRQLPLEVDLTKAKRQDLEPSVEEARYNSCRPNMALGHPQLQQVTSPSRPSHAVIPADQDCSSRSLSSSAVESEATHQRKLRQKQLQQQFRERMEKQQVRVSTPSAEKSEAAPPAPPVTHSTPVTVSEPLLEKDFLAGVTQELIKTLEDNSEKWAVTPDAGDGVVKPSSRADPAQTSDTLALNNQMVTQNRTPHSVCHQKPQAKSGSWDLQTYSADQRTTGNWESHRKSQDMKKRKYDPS
S100A4 inh HTS: inhibitors of human S100A4 binding to myosin IIA peptide. inhibition, % at 10.7 µM. AID 652163. actives 0.14% (n = 360,000). S100A4/TAMRA-MyoIIA peptide fluorescence polarization;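 active means mean inhibition of at least 70% across replicates, with every replicate also reaching that level; inconclusive means mean inhibition reaches 70% but some replicates fall short; inactive means mean inhibition below 70%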
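Material: S100A4 monomer protein | Medium: HEPES pH 7.2 with CaCl2, KCl, NaCl, DTT, Triton | Reagent: Labelled myosin peptide probe, 5 nM | Doses: One dose per compound | Times: 5 min incubation before reading | Benchmarks: Neutral control DMSO, positive control TFP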
Active calls of the source: *; ? = inconclusive; . = not tested or not shown.

Each structure is followed by: RAD54 branch, RAD52 anneal inh, S100A4 inh HTS, XiGFP reactiv, EWS-Fli block, E-sel inducer, FN deposition inh, esBAF inh
> CC1=CCC(C(=O)O)C(C(=O)Nc2ccc(-c3nc4ccc(C)cc4s3)cc2)C1 (stereo not given)
  ., -28, 3, -0.1, -20, ., 0, -20
> O=C(CSc1ccc(-c2ccccc2)nn1)c1cccs1
  ., -15, 1, 0.5, -65, 1.0, -1, .
> COC(=O)c1ccsc1NC(=O)c1cccc(OC)c1
  ., -25, 1, 0.2, -32, 3.5, 6, .
> C[C@H]1CN([C@@H](C)CO)C(=O)c2cccc(NC(=O)c3ccncc3)c2O[C@@H]1CN(C)Cc1ccc(C(=O)Nc2ccccc2N)cc1
  -4, -16, 3, 0.6, 38, 58*, ., -13
> O=C(CSc1nnc(-c2cccc(Br)c2)o1)N1CCOCC1
  -20, -7, -1, 0.0, ., 0.6, ., .
> C[C@H](CO)N1C[C@H](C)[C@H](CN(C)C(=O)Nc2ccccc2)Oc2ccc(NC(=O)Nc3ccc(C(F)(F)F)cc3)cc2CC1=O
  -1, -4, 12, 0.3, 10, 0.4, ., 3
> O=C(Nc1ccc(C(=O)NC2CCCCC2)cc1)c1cncc(Br)c1
  ., 3, 8, 0.1, -11, 0.5, 12, .
> COCCN1C(=O)N[C@@H](CCc2ccccc2)[C@@H](C(=O)OC)[C@H]1C
  -6, -37, -8, 0.1, 3, -0.2, 13, -2
> CC(C)Oc1ccc(C(=O)OCC(=O)N2CCCc3ccccc32)cc1
  -14, -15, 6, 0.3, -5, ., -14, -2
> CSc1ccc(CNCC2CCCO2)cc1 (stereo not given)
  -8, -11, 4, ?, 12, ., 7, -9
> CC1CCCN(c2c([N+](=O)[O-])cc(C(=O)O)cc2[N+](=O)[O-])C1 (stereo not given)
  ., -2, 0, 0.0, -3, ., -2, .
> C=C(C)c1cccc(C(C)(C)NC(=O)NCCCn2ccnc2)c1
  -9, -2, 6, ., 3, ., ., 0
> COc1ccccc1C(=O)C1CCCN(Cc2cccc3nccnc23)C1 (stereo not given)
  3, -12, 3, -0.2, 4, ., ., -7
> O=C(Nc1ccccc1)Nc1ccc2c(c1)[C@@H]1C[C@@H](CC(=O)N3CCCCC3)O[C@H](CO)[C@@H]1O2
  4, 12, -7, 0.0, -3, -0.1, ., -1
> O=C(CSc1cccc(C(F)(F)F)c1)NC(=O)c1ccccc1
  ., -9, -1, 0.0, 2, ., 16, .
> C[C@@H](NC(=O)C[C@H]1C=C[C@@H](NS(=O)(=O)c2cccc(F)c2)[C@@H](CO)O1)c1ccccc1
  -7, 23, -37, 0.5, -4, 0.4, 2, 0
> COC(=O)c1cnn(-c2ccccc2)c1-n1cccc1C=O
  2, -7, -2, 0.1, 5, -0.1, -3, 7
> Cc1c(P(=S)(c2ccccc2)c2ccccc2)[n+]2ccccc2n1CCc1ccccc1
  10, -2, -2, 0.2, 17, -0.7, 0, -11
> CN1CCN(C(=O)C[C@@H]2C=C[C@H](NC(=O)c3ccc4c(c3)OCO4)[C@@H](CO)O2)CC1
  -11, -8, 0, -0.1, -28, 0.1, -3, 4
> Cc1nonc1C1CCCN1C(=O)c1cc(COc2ccc(F)cc2Cl)on1 (stereo not given)
  -4, -5, 2, 0.6, -10, 0.5, -4, 43
> Cc1noc(C)c1NC(=O)N[C@H]1C=C[C@H](CC(=O)Nc2ccc(-c3ccccc3)cc2)O[C@H]1CO
  -1, -10, 3, 0.5, -4, 0.2, -10, 5
> Cc1ccccc1C(=O)N1CCC(C(=O)N2CCN(Cc3ccc4c(c3)OCO4)CC2)CC1
  5, -1, -12, 0.0, -5, ., -5, 4
> CCOC(=O)C(=NO)C1=CSC2=NNC(C)(C)N12
  -2, -19, -8, 0.1, -2, 0.5, 5, 2
> CC(C)C(NC(=O)c1c(F)cccc1F)C(=O)NNC(=O)c1ccccc1 (stereo not given)
  -1, -11, 1, 0.1, -3, ., 5, 9
> COCC(=O)N(C)C[C@H]1Oc2ncc(C#CC3(O)CCCC3)cc2C(=O)N([C@H](C)CO)C[C@H]1C
  1, -17, 6, -0.2, -3, -0.2, 5, 4
> O=C1NC[C@H](CCCCN2CCN(CCc3ccccc3)C(=O)C2=O)N(CCc2ccccc2)C1=O
  ., -10, 16, -0.2, 5, -0.1, 2, .
> COc1cc(CCCN2C(=O)C(=O)NC[C@@H]2Cc2ccc(O)cc2)cc(OC)c1OC
  -8, 0, 7, 0.0, -9, 0.0, 3, -2
> O=C(OCc1ccc(Br)cc1)c1cccnc1
  -10, -14, -6, 0.0, -2, 0.2, -5, -2
> Cc1nc(NC(=O)C(C)(C)C)sc1-c1csc(N)n1
  ., -2, -16, -0.1, -6, 0.2, -2, 3
> O=C(COc1ccc2c(c1)CCC2)NCc1ccccc1
  ., -9, -2, 0.0, -23, -0.3, -9, .

Part of the list above in order of molar mass, highest first.
Each structure is followed by: RAD54 branch, RAD52 anneal inh, S100A4 inh HTS, XiGFP reactiv, EWS-Fli block, E-sel inducer, FN deposition inh, esBAF inh
> O=C1NC[C@H](CCCCN2CCN(CCc3ccccc3)C(=O)C2=O)N(CCc2ccccc2)C1=O
  ., -10, 16, -0.2, 5, -0.1, 2, .
> Cc1noc(C)c1NC(=O)N[C@H]1C=C[C@H](CC(=O)Nc2ccc(-c3ccccc3)cc2)O[C@H]1CO
  -1, -10, 3, 0.5, -4, 0.2, -10, 5
> COCC(=O)N(C)C[C@H]1Oc2ncc(C#CC3(O)CCCC3)cc2C(=O)N([C@H](C)CO)C[C@H]1C
  1, -17, 6, -0.2, -3, -0.2, 5, 4
> Cc1c(P(=S)(c2ccccc2)c2ccccc2)[n+]2ccccc2n1CCc1ccccc1
  10, -2, -2, 0.2, 17, -0.7, 0, -11
> Cc1ccccc1C(=O)N1CCC(C(=O)N2CCN(Cc3ccc4c(c3)OCO4)CC2)CC1
  5, -1, -12, 0.0, -5, ., -5, 4
> C[C@@H](NC(=O)C[C@H]1C=C[C@@H](NS(=O)(=O)c2cccc(F)c2)[C@@H](CO)O1)c1ccccc1
  -7, 23, -37, 0.5, -4, 0.4, 2, 0
> COc1cc(CCCN2C(=O)C(=O)NC[C@@H]2Cc2ccc(O)cc2)cc(OC)c1OC
  -8, 0, 7, 0.0, -9, 0.0, 3, -2
> Cc1nonc1C1CCCN1C(=O)c1cc(COc2ccc(F)cc2Cl)on1 (stereo not given)
  -4, -5, 2, 0.6, -10, 0.5, -4, 43
> CC(C)C(NC(=O)c1c(F)cccc1F)C(=O)NNC(=O)c1ccccc1 (stereo not given)
  -1, -11, 1, 0.1, -3, ., 5, 9
> O=C(CSc1cccc(C(F)(F)F)c1)NC(=O)c1ccccc1
  ., -9, -1, 0.0, 2, ., 16, .
> O=C(OCc1ccc(Br)cc1)c1cccnc1
  -10, -14, -6, 0.0, -2, 0.2, -5, -2
> O=C(COc1ccc2c(c1)CCC2)NCc1ccccc1
  ., -9, -2, 0.0, -23, -0.3, -9, .
> CCOC(=O)C(=NO)C1=CSC2=NNC(C)(C)N12
  -2, -19, -8, 0.1, -2, 0.5, 5, 2

(listing goes on)
Each structure is followed by: RAD54 branch, RAD52 anneal inh, S100A4 inh HTS, XiGFP reactiv, EWS-Fli block, E-sel inducer, FN deposition inh, esBAF inh
> C[C@@H]1CCCN1[C@@H]1CS(=O)(=O)N[C@H]1COCc1ccccc1
  3, -63, -1, 0.0, -2, ., ., 2
> CC(=O)c1c(C)n(-c2ccccc2Br)c2ccc(O)cc12
  -8, -6, -1, -0.1, -7, 0.5, 3, -1
> NC(=S)N/N=C1\CC(n2nnnc2-c2ccccc2Cl)C2COC1O2 (stereo not given)
  ., -17, -2, 0.0, 1, -0.9, -4, .
> CCOC(=O)CN1NC2(CCCCCCC2)NC1=S
  ., -7, -14, 0.0, -6, 1.1, -4, .
> C[C@@H]1CN([C@H](C)CO)C(=O)c2cccc(NC(=O)c3ccc(-c4nccs4)cc3)c2O[C@@H]1CN(C)S(=O)(=O)c1cn(C)cn1
  -1, 16, 8, -0.1, 3, 0.0, -1, -2
> C[C@H](CO)N1C[C@H](C)[C@@H](CN(C)S(=O)(=O)c2ccc(Cl)cc2)Oc2c(NC(=O)c3nc4ccccc4s3)cccc2C1=O
  -11, -1, -12, 0.0, 5, -16, -13, 2
> Cc1ccccc1-c1nc2cc(NC(=O)C3CC3)ccc2o1
  -3, -18, -2, 0.0, -101, ., 0, 63*
> C=C(C)CN(CC)C(=O)CC1C(=O)NCCN1C (stereo not given)
  -8, -4, 4, 0.0, -6, ., ., 3
> CCCCCCN(C(=O)CCCCCN1C(=O)NC(c2ccc(C3CCCCC3)cc2)C(C(=O)OCc2ccccc2)=C1C)C(C(=O)NCCCC)c1ccc(OCC(=O)OC)c(C(=O)OC)c1 (stereo not given)
  ., -12, -6, -0.1, 3, 0.0, 0, .
> Cc1ccc(/C=N/NC(=O)c2ccc3ccccc3c2)s1
  -7, -19, -3, 0.1, 29, 2.4, 1, 6
> O=C(COc1ccccc1)Nc1c(Cl)ccc2nsnc12
  -2, -9, 1, 0.1, -3, 0.1, -1, -3
> COc1ccc(OC)c(Nc2nc(N)c([N+](=O)[O-])c(NCc3ccccc3)n2)c1
  -3, -15, 1, 0.3, 9, -0.1, 2, .
> CC(=O)N(C)C[C@H]1Oc2ncc(-c3ccc(C#N)cc3)cc2C(=O)N([C@@H](C)CO)C[C@@H]1C
  10, -2, -1, -0.7, -2, 0.0, 6, -5
> Cc1ccc(S(=O)(=O)NCCSc2nncn2C)cc1
  -1, 8, 12, 0.0, 7, ., -2, -4
> Clc1ccc(C2=Nc3cc(Cl)ccc3OC2)cc1
  ., -26, -3, 0.6, -78, ., 5, .
> Cc1ccc(C(=O)O)cc1NC(=O)CCc1c(C)noc1C
  1, -3, 4, 0.0, -4, 2.5, 2, 3
> CN(C)c1ccc(CNC(=O)C2CCN(S(=O)(=O)c3ccc4c(c3)oc(=O)n4C)CC2)cc1
  3, -18, -1, 0.0, ., 0.3, 4, 2
> C/C=C/c1ccc2c(c1)O[C@H](CN(C)C(=O)NC(C)C)[C@@H](C)CN([C@@H](C)CO)S2(=O)=O
  1, -4, 4, -1.0, -12, -0.7, -11, 5
